Screens from PubChem.
PLCg1 inh: PLC-gamma1 (human) inhibition, primary screen. AID 720700. 0.84% of 370,000 active. P19174. purified PLC-gamma1, fluorogenic substrate, fluorescence. inhibition, % at 12.2 µM; in the data active means inhibition above about 9.5%
PLC-beta3 inh: inhibitors of human phospholipase C beta3. 0.18% of 370,000 active. Purified PLC-beta3, fluorogenic substrate, fluorescence. inhibition, % at 12.2 µM; in the data active means inhibition above about 11%;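 further: 0% = median of compound wells on plate and 100% = full blocker control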
UHRF1 binding: UHRF1 methyl-DNA binding inhibition; Q96T88; UHRF1 binding to methylated oligo, TR-FRET; inhibition, % at 4.4 µM; 0.75% of 370,000 active; in the data active means inhibition above about 21%;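 further: UHRF1 SRA domain binding a hemimethylated CpG hairpin DNA probe; 0% = median of test compound wells and 100% = reference inhibitor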
DDE Tn6 FP inh: DD(E)-Tn6 binding inhibition, primary FP screen | 0.21% of 370,000 active | P02675 | inhibition, % at 8.3 µM | Fibrin DD(E) TRITC-Tn6 fluorescence polarization displacement | AID 720509;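 active means inhibition above a per-campaign cutoff: mean of compounds within control limits plus 3 SD, cut at about 15% in these data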;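 further: 0% = median of all compound wells on the plate and 100% = blocking peptide control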
Target sequence (P02675 whole entry, looked up): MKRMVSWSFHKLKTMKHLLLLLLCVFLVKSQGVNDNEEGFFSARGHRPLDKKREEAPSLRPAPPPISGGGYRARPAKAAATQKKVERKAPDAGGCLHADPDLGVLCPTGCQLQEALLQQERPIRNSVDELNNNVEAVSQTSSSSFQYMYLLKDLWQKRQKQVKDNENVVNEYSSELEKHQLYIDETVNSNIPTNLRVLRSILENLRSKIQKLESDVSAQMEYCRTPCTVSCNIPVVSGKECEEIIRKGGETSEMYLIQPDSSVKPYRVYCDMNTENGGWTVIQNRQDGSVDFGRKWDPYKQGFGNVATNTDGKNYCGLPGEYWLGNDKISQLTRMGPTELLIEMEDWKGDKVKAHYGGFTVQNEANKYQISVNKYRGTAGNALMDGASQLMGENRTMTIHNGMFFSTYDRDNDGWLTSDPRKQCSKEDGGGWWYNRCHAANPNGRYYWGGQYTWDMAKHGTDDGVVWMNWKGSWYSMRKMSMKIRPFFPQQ
ASAP1 GAP inh: ASAP1 ArfGAP inhibition; ASAP1-stimulated ARF1 GTP hydrolysis, GDP FP detection; inhibition, % at 16.5 µM; 0.19% of 360,000 active; Q9ULH1; AID 624377; in the data active means inhibition above about 25%;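 further: 0% = vehicle with enzyme and substrate and 100% = no enzyme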
Target sequence (Q9ULH1 325-724 limits assumed): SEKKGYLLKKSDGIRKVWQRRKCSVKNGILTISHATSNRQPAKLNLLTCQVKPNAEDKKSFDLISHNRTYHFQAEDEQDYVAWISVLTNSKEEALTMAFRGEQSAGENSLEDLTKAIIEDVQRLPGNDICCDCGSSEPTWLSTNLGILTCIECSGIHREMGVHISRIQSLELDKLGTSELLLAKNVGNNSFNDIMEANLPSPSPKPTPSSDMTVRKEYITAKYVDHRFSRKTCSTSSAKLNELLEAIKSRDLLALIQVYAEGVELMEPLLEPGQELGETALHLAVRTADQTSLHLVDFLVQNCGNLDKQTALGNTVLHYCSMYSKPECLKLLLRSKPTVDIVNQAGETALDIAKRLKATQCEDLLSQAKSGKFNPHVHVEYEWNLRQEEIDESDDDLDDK
Tn7 DDE FP: disrupts Tn7 cyclic peptide binding to fibrin D-Dimer-E complex; P02675; FP displacement of FITC-Tn7 peptide from fibrin DD(E); 0% = median of compound wells per plate; inhibition, % at 8.3 µM; 0.13% of 370,000 active;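 active means inhibition above the mean of compounds falling within the control limits plus 3 SD of them, cut at about 14% in these data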;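 further: 0% = plate median of compound wells and 100% = 10 µM Aha-Tn7 peptide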
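Also added: labelled Tn7 tracer, 0.1 µM; Assay system: human fibrin DD(E) protein; Amount: 2 µM fibrin DD(E); Schedule: 10 min compound pre-incubation, 3 h probe incubation at room temperature; Repeats: one replicate per compound; Read-out basis: percent inhibition; Measured by: fluorescence polarization of the labelled Tn7 tracer.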
ARFGAP1 inhibitor: inhibits rat ARF GTPase activating protein 1; 0.26% of 360,000 active; Arfgap1-stimulated ARF1 GTP hydrolysis, GDP FP detection; inhibition, % at 16.5 µM; Q62848;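 active means inhibition above a per-plate limit, mean inhibition of low control wells plus 3 SD, cut at about 25% in these data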;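 further: 0% = DMSO wells with enzyme and 100% = wells lacking Arfgap1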
Target sequence (Q62848 1-136 limits assumed): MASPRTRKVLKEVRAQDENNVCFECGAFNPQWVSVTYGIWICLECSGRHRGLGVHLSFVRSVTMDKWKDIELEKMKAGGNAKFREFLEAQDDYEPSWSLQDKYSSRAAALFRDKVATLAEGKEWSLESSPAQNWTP
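Assay system: purified rat His6-Arfgap1 residues 1-136 (GAP domain); Reagent: human Δ17 ARF1 bound to GTP; Dosing: 16.5 µM single point, 1.26% DMSO; Times: GTP hydrolysis reaction 2 h at 25 °C; Signal: FP, GDP Alexa 633 tracer displaced from anti-GDP antibody, 620/688 nm; Measure: % inhibition from polarization.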
NR1D1 modulator: modulators of human Rev-erb alpha DNA binding; activity, % at 10 µM; 0.79% of 370,000 active; Rev-erbα–FITC-DNA binding, fluorescence polarization, 90 min; AID 1259318;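 active means activity above about 14%, limit read from the data; passing the limit was not always enough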;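 further: 0% = DMSO wells with 35 nM protein and 100% = DMSO wells with 750 nM protein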
KLK7 zymogen act: activators of human kallikrein-7 zymogen | activation, % at 7 µM | AID 652039 | purified proKLK7, EDANS-DABCYL substrate fluorescence; 100% is mature enzyme control, 0% vehicle | 0.9% of 370,000 active;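 active means activation above the mean of all tested compounds plus 3 SD, computed per campaign excluding outliers beyond control limits, cut at about 13% in these data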
HGIII-sPLA2 inh: Inhibits HGIII-sPLA2 liposome hydrolysis, primary screen | 0.56% of 370,000 active | QFRET BODIPY PC-A2 liposome hydrolysis, fluorescence | Q9NZ20 | inhibition, % at 12.2 µM | AID 743126;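 active means inhibition above mean plus 3 SD of compounds lying within the high and low control bounds, cut at about 19% in these data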;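 further: 0% = median of test compound wells and 100% = no enzyme DMSO wells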
Numbers without * were called inactive; i = inactive; / = no result given. Not a hit list; any-hit rate near 4.5%.

SMILES	PLCg1 inh	PLC-beta3 inh	UHRF1 binding	DDE Tn6 FP inh	ASAP1 GAP inh	Tn7 DDE FP	ARFGAP1 inhibitor	NR1D1 modulator	KLK7 zymogen act	HGIII-sPLA2 inh
CCOC(=O)C1=NOC2C3CC(C12)C1C(=O)N(CCc2ccc(OC)c(OC)c2)C(=O)C31 (configuration not stated)	6	-14	5	-3	-5	-5	8	0	0.0	14
Cc1ccccc1OCC(=O)N/N=C/c1cccc(Oc2ccc([N+](=O)[O-])cc2[N+](=O)[O-])c1	3	3	-1	3	13	3	-1	4	0.5	0
O=C(Nc1ccc2nsnc2c1)c1cccs1	-182	-227	-4	-1	3	6	-3	3	0.5	1
C=CCc1cccc2cc(C(=O)NC)c(=O)oc12	-28	-34	-1	5	7	-2	-2	3	0.3	4
Cc1ccc(N(CC(=O)N2CCc3ccccc32)S(=O)(=O)c2cccs2)cc1	1	4	0	-2	0	-2	-3	-4	0.6	-1
Cn1ncc(C(=O)Nc2ccc(Cl)cc2)c1C(F)(F)F	1	-4	0	3	-9	2	-4	-1	0.0	9
CC(=O)c1cccc(OCc2cc(C(=O)NC3CCN(Cc4ccccc4)CC3)no2)c1	-1	-4	21*	8	-6	5	2	4	0.1	0
O=CNc1ccc2c3c(cccc13)-c1ccccc1-2	i	i	-5	3	-24	-6	12	-5	-59	-14
COC(=O)[C@]12C[C@H](CC(=O)NCCc3ccccc3OC)C(=O)N(CCC3=CCCCC3)C1=C[C@H](C(C)C)O[C@@H]2C1CC1	1	0	0	0	/	-3	/	0	1.2	-2
CN(c1ccc(C(=O)NCC2CCCO2)cc1)S(C)(=O)=O (configuration not stated)	0	2	0	6	-2	2	-6	1	-0.5	-1
CCN(CC)C(=O)O[C@H]1CC[C@@]23CCCN2C(=O)CCC[C@H]3C1	3	2	0	8	/	0	/	-3	/	0
Oc1ccc(Cl)cc1CNn1cnnc1	-3	0	14	0	-1	5	2	-9	-0.4	6
Clc1cccc(Cl)c1CN1CCN(c2ncccn2)CC1	1	-4	-4	3	8	2	9	-8	-0.1	-1
O=C(NC(Cc1ccccc1)C(=O)O)C1CCN(S(=O)(=O)c2cccc(C(F)(F)F)c2)CC1 (configuration not stated)	0	-1	6	4	-1	6	6	-4	-0.4	-5
CCCCOc1ccccc1NC(=O)c1scc2c1OCCO2	-7	-19	0	-10	10	-3	2	1	-0.1	-9
COc1ccc(C)cc1NC(=O)CN1CCN(S(=O)(=O)c2ccc(Cl)cc2)CC1	3	3	-1	-7	-11	-2	-4	-1	0.0	3
COc1ccc(S(=O)(=O)N(C)c2ccc(C(=O)N3CCCCC3)cc2)cc1OC	4	0	0	-5	-3	1	0	-7	-0.3	-3
CN(CCO)CCOCCOc1cccc2ccccc12	4	1	7	0	2	2	-6	-1	-0.2	1
O=C1c2cccnc2C(Nc2ccccc2Br)N1Cc1ccco1 (configuration not stated)	-1	-3	10	3	4	1	10	-1	-1.4	7
COc1cc(CC(=O)OCC(=O)NC(C)c2ccccc2)cc(OC)c1OC (configuration not stated)	0	-5	-2	-2	-6	-4	5	0	-0.6	5
COc1cc(CN2CCCCCC2)cc(Br)c1O	-1	-5	3	1	2	5	-4	-7	0.2	-1
Cc1ccc2oc(=O)n(Cc3ccc(OC(C)C)cc3)c2c1	4	-6	-4	0	1	-5	1	4	0.0	-9
CCOC(=O)/C(C#N)=C1\C(=O)N(Cc2ccccc2)c2ccccc21	1	-11	1	0	-16	6	-4	-2	0.0	7
CC(C)(CO)CNC(=O)c1ccc(OC2CCN(C(=O)C3CC3)CC2)cc1	1	-7	3	-2	-4	1	14	0	0.2	-2
COC(=O)C1=C(C)N(Cc2ccc(C(F)(F)F)cc2)C(=NCc2ccc(OC)cc2)NC1c1cccc(Cl)c1 (configuration not stated)	3	2	2	-1	-14	8	1	-2	-0.2	15
CCCOc1ccc(-c2c(C(=O)N/N=C/c3ccsc3)nnn2-c2nonc2N)cc1	0	-8	-1	0	0	2	3	0	-0.9	-14
Cn1c(C2=C(O)CN(Cc3ccccc3)C2=N)nc2ccccc21	2	2	0	-2	2	-1	7	-1	-0.3	-1
COc1ccc(/C=C(/NC(=O)c2ccccc2)C(=O)NCc2ccncc2)cc1	0	-2	1	-3	11	-6	7	-3	0.0	6
Cc1cc(C)n(CC(O)COc2ccccc2C)n1 (configuration not stated)	6	0	3	-4	8	-5	-7	-5	-0.7	0
CCc1nnc(NC(=O)CSCc2cc(=O)n3cc(C)sc3n2)s1	-1	-11	18	-4	0	-3	1	0	0.1	3
CC(C)NC(=O)C1(N2C(=O)c3ccccc3C2=O)CCCC1	4	7	5	3	1	0	-1	-6	0.5	2
CCOc1cc(-c2nccc3cc(OC)c(OC)cc23)cc(OCC)c1OCC	-53	-70	3	-2	2	-1	-12	-2	0.1	6
COc1cc2nc(COc3ccccc3[N+](=O)[O-])oc(=O)c2cc1OC	-2	-1	1	0	3	-3	5	0	-0.1	9
O=C(NCc1n[nH]c(=S)n1Cc1ccccc1)c1ccc(Cl)cc1Cl	-1	1	1	-6	-4	-3	13	-2	-0.4	10
CCOc1ccc(N(CC(=O)N2CCCCC2)S(=O)(=O)c2ccc(Cl)cc2)cc1	1	-5	0	0	-5	2	5	7	0.3	-9
COc1ccc(N(CC(=O)N2CCN(c3cccc(Cl)c3)CC2)S(=O)(=O)c2c(C)noc2C)cc1	2	-8	7	-7	9	-4	2	2	0.3	-1

3 structures from above, ordered by count of non-hydrogen atoms, high to low:
SMILES	PLCg1 inh	PLC-beta3 inh	UHRF1 binding	DDE Tn6 FP inh	ASAP1 GAP inh	Tn7 DDE FP	ARFGAP1 inhibitor	NR1D1 modulator	KLK7 zymogen act	HGIII-sPLA2 inh
COc1cc2nc(COc3ccccc3[N+](=O)[O-])oc(=O)c2cc1OC	-2	-1	1	0	3	-3	5	0	-0.1	9
CCc1nnc(NC(=O)CSCc2cc(=O)n3cc(C)sc3n2)s1	-1	-11	18	-4	0	-3	1	0	0.1	3
CC(C)NC(=O)C1(N2C(=O)c3ccccc3C2=O)CCCC1	4	7	5	3	1	0	-1	-6	0.5	2

The results go on.
SMILES	PLCg1 inh	PLC-beta3 inh	UHRF1 binding	DDE Tn6 FP inh	ASAP1 GAP inh	Tn7 DDE FP	ARFGAP1 inhibitor	NR1D1 modulator	KLK7 zymogen act	HGIII-sPLA2 inh
COC(=O)c1ccc(CSc2nccn2C)cc1	3	4	-3	4	-6	2	-6	-5	-0.3	-2
Cc1cc(C)c(CN2CCN(C(=O)Cn3ccc(N)nc3=O)CC2)c(C)c1	-2	-1	2	-1	-13	5	6	1	-0.2	-3
CC(=O)N/C(=C\c1ccccc1)C(=O)OCc1cccc(S(=O)(=O)N(C)C)c1	0	-1	0	3	-5	-4	-11	-2	0.4	-4
COC(=O)c1ccc(CNC(=O)c2ccc(OCC(=O)N3CCOCC3)c(OC)c2)cc1	0	-11	2	5	-5	-4	4	-3	-0.1	14
CN(C)C(=O)CCc1ccc2c3c([nH]c2c1)[C@]1(C)[C@@H](C(=O)N2CCCCC2)C[C@H](CC(=O)NCCCn2ccnc2)C(=O)N1CC3	-1	1	-4	-1	-3	0	5	-7	0.3	3
CCOc1cc(C(=S)N2CCN(C)CC2)ccc1OCC(=O)N1CCOCC1	-4	0	-2	3	3	2	3	-3	0.0	2
CCN(c1ccc(Cl)cc1)S(=O)(=O)c1nnc(NC(=O)C(C)C)s1	2	0	4	-3	-2	-4	-3	0	0.1	-1
COc1cc(OC)cc(C(=O)N[C@H](C(=O)Nc2ccc(NC(C)=O)cc2)C(C)C)c1	2	-4	15	0	-15	-3	9	-8	0.3	-5
COc1ccc(N2CCN(C(=O)CN(c3ccccc3)S(=O)(=O)c3ccc(OC)cc3)CC2)cc1	5	3	-1	-1	-3	-5	3	0	0.1	-1
O=C(Nc1ccc(Cl)c(Cl)c1)Nc1ccc(N2CCCC2)c(S(=O)(=O)Nc2ccccc2Cl)c1	1	-5	4	-40	20	-3	21	5	-1.4	3
CC(C)c1ccc(NC(=O)CSc2nc3ccsc3c(=O)n2CCC(=O)O)cc1	1	-7	1	-4	0	-11	-9	-1	0.1	-1
CSc1nc(N2CCOCC2)c2c(c1C#N)CC(C)(C)OC2	-18	-29	1	-6	-16	5	14	0	-0.1	10
CCC(=O)Oc1ccc(NC(=O)c2ccco2)cc1	1	1	0	6	3	-2	-9	-3	0.0	0
CC(C)C[C@H](NC(=O)c1[nH]cnc1C(=O)N[C@@H](C)C(=O)OCc1ccccc1)C(=O)OCc1ccccc1	11*	1	5	-4	0	2	12	6	0.0	-15
Cc1ccc(NC(=O)c2c(F)cccc2Cl)cc1S(=O)(=O)N1CCOCC1	-5	-6	4	0	4	0	-2	-2	0.1	-5
COC(=O)C1=C(C)N(Cc2cccnc2)C(=O)/C1=C\c1cccs1	-2	2	2	-2	-8	1	18	2	-0.3	1
Cc1nnc(NC(=O)CSc2nc(CC(C)C)nc3c2c(=O)n(C)c(=O)n3C)s1	1	-5	-2	11	-1	4	-2	-1	0.5	2
CC(Sc1nc2c(N)ncnc2n1CCOc1ccccc1)C(=O)O (configuration not stated)	1	2	1	4	-1	-4	-2	1	0.5	-25
O=C(O)Cc1ccc(NS(=O)(=O)c2ccc3c(c2)OCCO3)cc1	4	2	-3	1	-11	1	-8	-2	0.1	2
CC(=O)Nc1ccc2c(c1)CN(c1cc(C)ccc1C)CO2	-11	-7	1	2	-4	1	6	-1	0.3	0
Cc1cc(C(F)F)n2nc(C(=O)Nc3cccnc3Cl)nc2n1	-1	0	2	3	-6	3	4	1	0.7	5
COc1ccc(N=Nc2c(N)n[nH]c2N)cc1	-6	3	-8	0	-3	4	3	-3	0.2	-1
Cc1cccc(-n2c(SC(C)C(=O)O)nc3sc4c(c3c2=O)CCCC4)c1 (configuration not stated)	-4	-7	1	9	-12	-7	3	-4	0.0	-7
CC(=O)C(Cc1ccc(Cl)nc1)Cc1ccc(Cl)nc1	-2	-3	2	-1	8	-1	-2	-7	-0.6	5
CCCNC(=O)COc1coc(CN2CCN(c3ccccc3F)CC2)cc1=O	7	-9	10	-9	8	-7	5	0	0.3	12
O=C1CC(N2CCC(c3nc4ccccc4[nH]3)CC2)C(=O)N1c1ccccc1F (configuration not stated)	-2	2	-1	1	-2	1	-2	-1	0.0	0
COc1ccccc1CNC(=O)COC(=O)[C@H](Cc1c[nH]c2ccccc12)NC(=O)c1cccs1	-1	-2	-2	3	-6	-5	9	1	0.6	-108

Compound profiles (already shown). Values in the order: PLCg1 inh	PLC-beta3 inh	UHRF1 binding	DDE Tn6 FP inh	ASAP1 GAP inh	Tn7 DDE FP	ARFGAP1 inhibitor	NR1D1 modulator	KLK7 zymogen act	HGIII-sPLA2 inh
Profile of CC(Sc1nc2c(N)ncnc2n1CCOc1ccccc1)C(=O)O (configuration not stated) → 1	2	1	4	-1	-4	-2	1	0.5	-25
Profile of O=C1CC(N2CCC(c3nc4ccccc4[nH]3)CC2)C(=O)N1c1ccccc1F (configuration not stated) → -2	2	-1	1	-2	1	-2	-1	0.0	0
Profile of COc1ccccc1CNC(=O)COC(=O)[C@H](Cc1c[nH]c2ccccc12)NC(=O)c1cccs1 → -1	-2	-2	3	-6	-5	9	1	0.6	-108
